Bioassay records (PubChem)
mIAP activ: mouse IAP activation | AID 2805 | muIAP, CDP-Star luminescence, 30 min; active compounds read high; 1 = vehicle-only enzyme signal, 0 = enzyme-free wells | hit rate 0.24% among 330,000 | activation factor at 10 µM;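 active = activation factor of at least 2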; also: the source names both 10 and 20 µM as test concentration; values of inactives mirror those of a sister screen read the other way
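also added = chemiluminescent substrate CDP-Star | test system = mouse IAP enzyme | signal = chemiluminescence readout | compound = DMSO-dissolved test compounds | incubation = 30 min at room temperature | benchmarks = DMSO wells, no-enzyme wells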
NALP3 yeast inh: blocks the NALP3 inflammasome reconstituted in yeast; inhibition, % at 10 µM; Yeast reconstituted NLRP3/ASC/caspase-1, beta-gal luminescence, 24 h; hit rate 0.39% among 330,000; AID 2825;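 active = inhibition of 50% or more; inactive = inhibition below 50%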;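 also: plate controls were induced DMSO wells for no effect and uninduced yeast grown without galactose for full effect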
beta cell repl: inducers of beta-cell replication in MIN6 cells; MIN6 cells proliferation, ATPlite luminescence, 48 h; cells starved in 0.2% serum; 100% = growth in 10% serum; proliferation, % at 10 µM; hit rate 0.29% among 330,000; AID 2380;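 active = compounds whose signal lies at least 3.5 SD above the mean of all wells on their plate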;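 also: 0% = DMSO-treated cells in low-serum medium and 100% = 10% serum control; some compounds called inactive have numbers as strong as hits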
mIAP block: mouse IAP inhibition | purified mouse IAP, CDP-Star luminescence, 30 min | inhibition, % at 10 µM | hit rate 0.2% among 330,000 | AID 2806;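 active = inhibition of at least 40% at 10 µM in the primary screen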;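 also: plate controls were DMSO with enzyme for no effect and no enzyme wells for full effect; values of inactives mirror those of a sister screen read the other way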
APOBEC3G inh: blocks human APOBEC3G single-stranded DNA deamination; AID 493012; recombinant A3G, ssDNA deamination FAM/TAMRA fluorescence; Q9HC16; inhibition, % at 20 µM; hit rate 0.28% among 330,000;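 active = inhibition of at least 40% at 20 µM, with no more than 30% in the related APOBEC3A deaminase screen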;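 also: plate controls were DMSO wells with A3G for no effect and wells lacking A3G enzyme for full effect; some compounds called inactive have numbers as strong as hits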
Target sequence (Q9HC16 whole entry, looked up): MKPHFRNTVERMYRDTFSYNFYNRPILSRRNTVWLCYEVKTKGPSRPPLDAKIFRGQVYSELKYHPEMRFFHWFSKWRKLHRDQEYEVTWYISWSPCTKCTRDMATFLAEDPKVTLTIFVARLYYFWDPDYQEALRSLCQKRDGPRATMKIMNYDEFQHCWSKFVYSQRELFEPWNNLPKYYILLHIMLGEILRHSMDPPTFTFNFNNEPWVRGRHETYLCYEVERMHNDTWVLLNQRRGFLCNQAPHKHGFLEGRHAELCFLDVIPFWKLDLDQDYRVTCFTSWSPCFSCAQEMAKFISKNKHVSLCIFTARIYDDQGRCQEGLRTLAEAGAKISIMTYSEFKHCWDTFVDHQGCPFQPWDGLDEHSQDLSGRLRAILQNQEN
APOBEC3A inh: human APOBEC3A DNA deaminase inhibition. hit rate 0.41% among 330,000. inhibition, % at 20 µM. P31941. recombinant A3A, FAM/TAMRA ssDNA deamination fluorescence;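 active = at least 40% inhibition at 20 µM here, with at most 30% in a related deaminase screen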;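 also: plate controls were A3A with DMSO for no effect and wells lacking A3A enzyme for full effect; some results filed as inactive read as strong as hits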
Target sequence (P31941 whole entry, looked up): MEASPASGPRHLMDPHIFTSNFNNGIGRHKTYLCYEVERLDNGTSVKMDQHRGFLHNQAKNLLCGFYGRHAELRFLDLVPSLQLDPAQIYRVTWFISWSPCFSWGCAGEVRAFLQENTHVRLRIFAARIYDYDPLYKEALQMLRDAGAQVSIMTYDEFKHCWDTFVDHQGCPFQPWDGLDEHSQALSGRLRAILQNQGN
tim10-1 inh: tim10-1 yeast growth inhibition | hit rate 2.2% among 330,000 | S. cerevisiae tim10-1 ts strain growth, BacTiter-Glo, 24 h | inhibition, % at 20 µM;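 active = inhibition of at least 40%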;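 also: mutant grown at 25 °C; 0% = DMSO wells with yeast and 100% = wells holding no yeast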
hIAP inh: human IAP inhibition; inhibition, % at 10 µM; AID 2544; purified IAP, CDP-Star luminescence, 30 min; hit rate 0.12% among 330,000; P09923;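 active = inhibition reaching a set limit with compound at 10 µM in the primary screen, cut at about 35% in these data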;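 also: plate controls were DMSO wells with enzyme for no effect and no-enzyme buffer wells for full effect; values of inactives mirror those of a sister screen read the other way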
TIM10 inh: inhibits growth of TIM10 yeast strain. S. cerevisiae TIM10 strain growth, BacTiter-Glo luminescence, 24 h. inhibition, % at 10 µM. hit rate 1.4% among 330,000;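 active = inhibition of 40% or more at the single tested concentration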;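 also: wild-type TIM10 isogenic control strain grown at permissive 25 °C; 0% = DMSO yeast wells and 100% = minimal medium wells without yeast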
Numbers without * were called inactive; & = joins results of further samples; ! = not confirmed by another sample.

Screening CCN(CC)C(=O)CSc1nnc(C2CCCCC2)o1 returned mIAP activ 0.91, NALP3 yeast inh 8, beta cell repl -1, mIAP block 9, APOBEC3G inh 1, APOBEC3A inh 0, tim10-1 inh 2, hIAP inh 3 and TIM10 inh -9.
`CC1CCCCN1C(=O)C(=O)c1cn(CC(=O)N2CCCC2)c2ccccc12` (stereo not drawn) gave mIAP activ 1, NALP3 yeast inh 3, beta cell repl -4, mIAP block -3, APOBEC3G inh -6, APOBEC3A inh -1, tim10-1 inh 6, hIAP inh -30 and TIM10 inh 4.
Cc1c(C(=O)N2CCCCCC2)c(S(=O)(=O)Nc2ccccc2F)c(C)n1C was read as mIAP activ 1, NALP3 yeast inh 13, beta cell repl -5, mIAP block -4, APOBEC3G inh 2, APOBEC3A inh 9, tim10-1 inh -2, hIAP inh -12 and TIM10 inh 12.
For CC(=O)c1ccc(NC(=O)C(C)n2c3ccccc3c3nc(=O)cc(C)n32)cc1 (stereo not drawn) the results were mIAP activ 1, NALP3 yeast inh 9, beta cell repl 0, mIAP block -3, APOBEC3G inh -4, APOBEC3A inh -7, tim10-1 inh -1, hIAP inh -9 and TIM10 inh 4.
`CN(C)CC/C=C1/c2ccccc2Sc2ccc(Cl)cc21` gave mIAP activ 0.95&0.91, NALP3 yeast inh 46&10, beta cell repl -8&-4, mIAP block 5&9, APOBEC3G inh -6&-7, APOBEC3A inh 0&-4, tim10-1 inh 41*!, hIAP inh 0&13 and TIM10 inh 20&27.
For O=c1[nH]c2ccccc2nc1Cc1ccccc1 the results were mIAP activ 1, NALP3 yeast inh 4, beta cell repl -2, mIAP block -4, APOBEC3G inh 3, APOBEC3A inh 2, tim10-1 inh -3, hIAP inh -6 and TIM10 inh -6.
For O=C1Nc2cc(C(F)(F)F)ccc2N2CCCCC12 (stereo not drawn) the results were mIAP activ 1, NALP3 yeast inh 9, beta cell repl 0, mIAP block -5, APOBEC3G inh 7, APOBEC3A inh 1, tim10-1 inh 24, hIAP inh 4 and TIM10 inh -5.
`COCC1CCN(C(=O)C2CCC(=O)N(CCc3ccc(Cl)cc3)C2)CC1` (stereo not drawn) gave mIAP activ 1, NALP3 yeast inh 2, beta cell repl -1, mIAP block -1, APOBEC3G inh 0, APOBEC3A inh 1, tim10-1 inh 13, hIAP inh 12 and TIM10 inh 1.
`Brc1ccc(-c2cn3ccccc3n2)cc1` gave mIAP activ 1, NALP3 yeast inh 39, beta cell repl -4, mIAP block -5, APOBEC3G inh -6, APOBEC3A inh -6, tim10-1 inh -11, hIAP inh 0 and TIM10 inh -35.
For Cc1ccc(NC(=S)Nc2ccc(Cl)c(Cl)c2)c(OC(F)F)c1 the results were mIAP activ 0.98, NALP3 yeast inh 8, beta cell repl 0, mIAP block 2, APOBEC3G inh -5, APOBEC3A inh -1, tim10-1 inh 61*, hIAP inh 9 and TIM10 inh 32.
Screening Cc1ccc(/C=C/C(=O)OCC(=O)Nc2ccccc2Sc2ccccc2)cc1 returned mIAP activ 0.9, NALP3 yeast inh 8, beta cell repl 0, mIAP block 10, APOBEC3G inh -7, APOBEC3A inh 0, tim10-1 inh -6, hIAP inh -2 and TIM10 inh -6.
O=C1COc2ccc(C(=O)COC(=O)c3ccccc3Cl)cc2N1 was read as mIAP activ 0.98, NALP3 yeast inh -4, beta cell repl 0, mIAP block 2, APOBEC3G inh -9, APOBEC3A inh -3, tim10-1 inh 5, hIAP inh 12 and TIM10 inh 6.
For O=C(NCc1cccnc1)c1cccc2c1C(=O)N(Cc1cccnc1)C2 the results were mIAP activ 0.97, NALP3 yeast inh 4, beta cell repl -1, mIAP block 3, APOBEC3G inh -1, APOBEC3A inh 5, tim10-1 inh -6, hIAP inh -14 and TIM10 inh 9.
`COc1cc(/C=N/NC(=O)CCN2CCN(c3ccccc3)CC2)cc(OC)c1OC` gave mIAP activ 0.97, NALP3 yeast inh 21, beta cell repl -1, mIAP block 3, APOBEC3G inh -7, APOBEC3A inh -6, tim10-1 inh -8, hIAP inh -77 and TIM10 inh -8.
For COc1ccc(CN(C)C(=O)[C@H](Cc2ccccc2)NC(=O)c2ccco2)c(OC)c1 the results were mIAP activ 0.98, NALP3 yeast inh 6, beta cell repl 0, mIAP block 2, APOBEC3G inh -10, APOBEC3A inh -5, tim10-1 inh 11, hIAP inh 10 and TIM10 inh 8.
Screening Cc1ccc(NC(=O)Nc2cnccn2)cc1 returned mIAP activ 1.1, NALP3 yeast inh 19, beta cell repl -3, mIAP block -13, APOBEC3G inh 0, APOBEC3A inh 0, tim10-1 inh 17, hIAP inh -5 and TIM10 inh 2.
O=C(O)C(c1ccccc1)N1C(=O)/C(=C\c2ccc(-c3cccc(Cl)c3)o2)SC1=S (stereo not drawn) was read as mIAP activ 0.73, NALP3 yeast inh 23, beta cell repl -5, mIAP block 27, APOBEC3G inh -4, APOBEC3A inh 6, tim10-1 inh 29, hIAP inh 14 and TIM10 inh 11.
Screening Cc1cc(NC(=O)Nc2ccccc2[N+](=O)[O-])no1 returned mIAP activ 0.98, NALP3 yeast inh 10, beta cell repl -2, mIAP block 2, APOBEC3G inh -6, APOBEC3A inh -1, tim10-1 inh 8, hIAP inh -1 and TIM10 inh -2.
COc1c(C)cc(C(=O)C2CCCN(Cc3c(C)n(C)n(-c4ccccc4)c3=O)C2)cc1C (stereo not drawn) was read as mIAP activ 0.99, NALP3 yeast inh 8, beta cell repl -2, mIAP block 1, APOBEC3G inh -4, APOBEC3A inh -4, tim10-1 inh 13, hIAP inh -11 and TIM10 inh -2.
`CC(C)CC1NC(=O)N(CC(=O)Nc2ccccc2-c2ccccc2)C1=O` (stereo not drawn) gave mIAP activ 1.1, NALP3 yeast inh 11, beta cell repl -3, mIAP block -8, APOBEC3G inh 28, APOBEC3A inh -4, tim10-1 inh 7, hIAP inh -16 and TIM10 inh 17.
CCN(C(=O)CSc1nnc(-c2ccc(Cl)cc2)n1C)C1CCS(=O)(=O)C1 (stereo not drawn) was read as mIAP activ 1.1, NALP3 yeast inh 3, beta cell repl 0, mIAP block -9, APOBEC3G inh -5, APOBEC3A inh 0, tim10-1 inh 0, hIAP inh -13 and TIM10 inh -6.
Screening O=C(CCc1nnc2ccc(N3CCCC3)nn12)Nc1cc(F)ccc1F returned mIAP activ 0.92, NALP3 yeast inh 13, beta cell repl -2, mIAP block 8, APOBEC3G inh 4, APOBEC3A inh 1, tim10-1 inh 15, hIAP inh 7 and TIM10 inh -3.
`CC1CC1C(=O)Nc1nc2ccc(Cl)cc2s1` (stereo not drawn) gave mIAP activ 0.94, NALP3 yeast inh 23, beta cell repl -1, mIAP block 6, APOBEC3G inh -3, APOBEC3A inh -2, tim10-1 inh 40, hIAP inh 11 and TIM10 inh 34.
O=C(CNc1cccc2ccccc12)N/N=C/C(Br)=C/c1ccccc1 was read as mIAP activ 0.77, NALP3 yeast inh -5, beta cell repl -4, mIAP block 23, APOBEC3G inh -5, APOBEC3A inh 2, tim10-1 inh 41*, hIAP inh 2 and TIM10 inh 36.
Screening COc1ccc(OC)c(S(=O)(=O)n2cccn2)c1 returned mIAP activ 0.96, NALP3 yeast inh -1, beta cell repl 6, mIAP block 4, APOBEC3G inh 1, APOBEC3A inh 2, tim10-1 inh 11, hIAP inh 0 and TIM10 inh 3.
`CC(C)N(C(=O)CSc1nc(COc2ccccc2)nc2ccccc12)C(C)C` gave mIAP activ 0.88, NALP3 yeast inh 12, beta cell repl -3, mIAP block 12, APOBEC3G inh -3, APOBEC3A inh -1, tim10-1 inh 17, hIAP inh 4 and TIM10 inh 14.
Screening COc1ccccc1C(=O)NC(=O)Nc1c(C)cc(C)cc1C returned mIAP activ 1, NALP3 yeast inh 37, beta cell repl 6, mIAP block -1, APOBEC3G inh -4, APOBEC3A inh 3, tim10-1 inh 42*, hIAP inh 13 and TIM10 inh 24.
`CC(C)=N/N=C(/c1ccc([N+](=O)[O-])cc1)C12CN3CN(CN(C3)C1)C2` gave mIAP activ 0.91, NALP3 yeast inh -9, beta cell repl -1, mIAP block 10, APOBEC3G inh -5, APOBEC3A inh -4, tim10-1 inh 9, hIAP inh 8 and TIM10 inh 11.
For Cc1ccc(-n2c(O)c(C=Nc3ccc(S(=O)(=O)Nc4ncccn4)cc3)c3ccccc3c2=O)cc1C the results were mIAP activ 0.91, NALP3 yeast inh 5, beta cell repl -5, mIAP block 9, APOBEC3G inh -5, APOBEC3A inh -2, tim10-1 inh -6, hIAP inh 2 and TIM10 inh -15.
For Cc1ccc(C2(C)NC(=O)N(CC(=O)NNC(=O)c3cc(C)oc3C)C2=O)cc1 (stereo not drawn) the results were mIAP activ 1, NALP3 yeast inh 26, beta cell repl -2, mIAP block 0, APOBEC3G inh -11, APOBEC3A inh -5, tim10-1 inh 8, hIAP inh -12 and TIM10 inh 3.
For O=C(CN1C(=O)/C(=C/c2cccc(Br)c2)SC1=S)NC1=NCCS1 the results were mIAP activ 0.81, NALP3 yeast inh 5, beta cell repl -1, mIAP block 19, APOBEC3G inh -5, APOBEC3A inh -2, tim10-1 inh 9, hIAP inh -11 and TIM10 inh -2.
For CCOC(=O)N1CCN(CC(=O)Nc2ccc(F)c(F)c2F)CC1 the results were mIAP activ 0.97, NALP3 yeast inh 16, beta cell repl -1, mIAP block 2, APOBEC3G inh -6, APOBEC3A inh 2, tim10-1 inh 14, hIAP inh -17 and TIM10 inh 18.
`COc1ccc(C(C)(C)C)cc1NC(=O)Cn1cnnn1` gave mIAP activ 1.1, NALP3 yeast inh 3, beta cell repl -1, mIAP block -7, APOBEC3G inh -6, APOBEC3A inh -3, tim10-1 inh -15, hIAP inh -17 and TIM10 inh -2.
COCCN1C(=O)C(=O)/C(=C(/O)c2ccc(S(=O)(=O)N3CCCCC3)cc2)C1c1ccc(OC)c(OC)c1 (stereo not drawn) was read as mIAP activ 0.92, NALP3 yeast inh 0, beta cell repl -2, mIAP block 8, APOBEC3G inh -5, APOBEC3A inh -5, tim10-1 inh -6, hIAP inh -18 and TIM10 inh -4.
COc1ccc(CCNC(=O)c2ccccc2NC(=O)c2ccco2)cc1OC was read as mIAP activ 1.1, NALP3 yeast inh 4, beta cell repl 1, mIAP block -6, APOBEC3G inh -6, APOBEC3A inh -3, tim10-1 inh 2, hIAP inh -7 and TIM10 inh 2.
CN(C)CCn1nnnc1SCC1=C(C(=O)O)N2C(=O)[C@@H](NC(=O)Cc3csc(N)n3)[C@H]2SC1 was read as mIAP activ 0.73, NALP3 yeast inh 16, beta cell repl -4, mIAP block 27, APOBEC3G inh 10, APOBEC3A inh 17, tim10-1 inh -1, hIAP inh -5 and TIM10 inh 5.
`Cc1ccc(OCCNS(=O)(=O)c2ccc(Cl)cc2)cc1` gave mIAP activ 1.1, NALP3 yeast inh 23, beta cell repl 0, mIAP block -9, APOBEC3G inh -7, APOBEC3A inh -1, tim10-1 inh -2, hIAP inh 9 and TIM10 inh -2.
